# CatB mixtures: inhibitors of human cathepsin B in compound mixtures | hit rate 0.06% among 62,000 | inhibition, %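 (ten-compound pools at 5 µM per compound and 50 µM total)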 | P07858 | Purified cathepsin B, AMC dipeptide fluorescence; in the data active = inhibition above about 22%, passing the limit was not always enough;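 also: 0% = enzyme without compound and 100% = no enzyme blank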
# E coli RNAP: blocks E. coli RNA polymerase transcription; fluorescence transcription assay; inhibition, %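 (tested at 10 µM)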; AID 559; hit rate 0.2% among 62,000; in the data active = inhibition above about 20%;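 also: 0% = enzyme without compound and 100% = no enzyme blank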
# Target sequence (P0A8V2 whole entry, looked up): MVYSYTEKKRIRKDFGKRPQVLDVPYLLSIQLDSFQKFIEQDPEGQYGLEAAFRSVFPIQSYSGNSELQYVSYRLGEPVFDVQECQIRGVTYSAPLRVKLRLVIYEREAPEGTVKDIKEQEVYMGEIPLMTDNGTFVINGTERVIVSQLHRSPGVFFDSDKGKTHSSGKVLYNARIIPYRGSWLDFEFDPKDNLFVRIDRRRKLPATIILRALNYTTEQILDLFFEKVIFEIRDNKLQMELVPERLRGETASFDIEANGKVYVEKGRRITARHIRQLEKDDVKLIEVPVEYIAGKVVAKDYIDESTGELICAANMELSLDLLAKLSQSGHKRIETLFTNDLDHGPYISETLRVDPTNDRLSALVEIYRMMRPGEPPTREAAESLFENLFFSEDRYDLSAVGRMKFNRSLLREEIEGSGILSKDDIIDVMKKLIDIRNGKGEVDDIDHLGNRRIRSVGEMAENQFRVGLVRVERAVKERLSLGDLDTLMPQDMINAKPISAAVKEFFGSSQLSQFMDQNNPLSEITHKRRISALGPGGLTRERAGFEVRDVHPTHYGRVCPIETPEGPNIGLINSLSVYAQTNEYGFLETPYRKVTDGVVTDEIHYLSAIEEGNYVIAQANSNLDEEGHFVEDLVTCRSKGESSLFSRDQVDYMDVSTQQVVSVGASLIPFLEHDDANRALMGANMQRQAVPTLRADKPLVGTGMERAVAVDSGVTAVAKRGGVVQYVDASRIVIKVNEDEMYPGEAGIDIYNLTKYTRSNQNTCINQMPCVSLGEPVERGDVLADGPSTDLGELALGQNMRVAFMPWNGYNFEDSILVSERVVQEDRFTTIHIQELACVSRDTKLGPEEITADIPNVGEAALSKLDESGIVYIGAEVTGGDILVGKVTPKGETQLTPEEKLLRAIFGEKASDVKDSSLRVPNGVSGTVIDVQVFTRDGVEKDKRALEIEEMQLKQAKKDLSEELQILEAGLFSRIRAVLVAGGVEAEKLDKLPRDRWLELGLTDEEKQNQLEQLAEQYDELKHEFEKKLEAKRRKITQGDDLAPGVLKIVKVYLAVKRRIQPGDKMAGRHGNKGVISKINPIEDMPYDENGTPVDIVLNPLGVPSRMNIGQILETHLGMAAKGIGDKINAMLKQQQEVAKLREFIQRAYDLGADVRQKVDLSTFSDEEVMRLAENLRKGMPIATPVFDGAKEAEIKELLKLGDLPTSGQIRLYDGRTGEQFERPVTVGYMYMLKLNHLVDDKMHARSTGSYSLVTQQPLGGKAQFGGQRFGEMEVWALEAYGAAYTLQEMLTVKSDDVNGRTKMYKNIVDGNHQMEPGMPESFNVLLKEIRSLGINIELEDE
# AP complement: orthogonal test for alternative complement pathway inhibitors. Human serum alternative complement pathway, LPS-coated ELISA, C3 deposition; tested in compound mixtures. inhibition, % at 5 µM. hit rate 0.08% among 62,000. AID 1235;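 active = inhibition above 30% in each of the two pooled mixtures holding the compound, so the lower value exceeds 30%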;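 also: 0% = serum in Mg-EGTA without compound and 100% = EDTA serum blank; some compounds past the cut are filed as inactive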
#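 Medium: diluted human serum in Mg2+-EGTA GVB++. Assay system: human serum complement alternative pathway, C3 deposition onto LPS. Also added: Plate-bound LPS. Technique: Anti-C3 ELISA, OD 450 nm. Measure: percent inhibition. Incubation: 1 h at 37 °C. Dosing: 5 µM each compound, pools of ten, 50 µM per pool.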
# C1s inh: blocks human complement C1s protease activity | mean inhibition % of two 10-compound mixtures (hits give high values), % at 5 µM (by protocol) | purified C1s, fluorogenic AMC substrate, pooled mixtures | hit rate 0.16% among 62,000 | AID 538 | P09871;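 active = inhibition above 20% in each of the two 10-compound mixture wells holding the compound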;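 also: 0% = enzyme wells lacking compound mixture and 100% = no-enzyme blank wells; some compounds called inactive have numbers as strong as hits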
# CatB inh: blocks human cathepsin B protease activity; purified cathepsin B, fluorogenic substrate, fluorescence; AID 453; inhibition, %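 (tested at 10 µM)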; hit rate 0.1% among 63,000; in the data active = inhibition above about 21%;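 also: 0% = enzyme with no compound and 100% = no enzyme blank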
# FXIa inh mix: inhibitors of human coagulation factor XIa, pooled mixtures | purified FXIa, fluorogenic substrate | inhibition, % at 5 µM | hit rate 0.19% among 62,000 | AID 680; in the data active = inhibition above about 20%, passing the limit was not always enough;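 also: each value is inhibition by a whole ten-compound pool holding the compound; 0% = enzyme with no mixture and 100% = wells lacking enzyme; strong numbers were not always called active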
# Cathepsin G inh: inhibitors of human cathepsin G. P08311. purified enzyme, AMC-tetrapeptide fluorescence, pooled mixtures. inhibition, % at 5 µM (by protocol). hit rate 0.2% among 62,000;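 active = inhibition above 20% in each of the two mixture wells holding the compound; inactive = inhibition of 20% or less in either well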;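 also: 0% = enzyme control without mixture and 100% = blank lacking enzyme; strong numbers were not always called active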
# CatL block: inhibitors of human cathepsin L. purified cathepsin L, fluorogenic substrate, fluorescence. AID 460. P07711. hit rate 0.17% among 58,000. inhibition, %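 (tested at 10 µM)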; in the data active = inhibition above about 45%;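 also: 0% = enzyme with no compound and 100% = no enzyme blank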
# CatS block: human cathepsin S inhibition; recombinant cathepsin S, AMC dipeptide fluorescence, pooled mixtures; inhibition, %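 (tested at 5 µM per compound within 10-compound mixtures)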; hit rate 0.06% among 62,000; AID 501; in the data active = inhibition above about 32%, passing the limit was not always enough;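 also: 0% = enzyme without compound and 100% = blank without enzyme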
# The depositor's hits bear a star; . = not tested or not shown. These rows are one share of the data. The share of hits here may be higher or lower than overall.
SMILES,CatB mixtures,E coli RNAP,AP complement,C1s inh,CatB inh,FXIa inh mix,Cathepsin G inh,CatL block,CatS block
OCc1nc2ccccc2n1CCCOc1ccc(Br)cc1,3,4,-13,-50,9,-10,-9,15,3
COc1cc(OC)c(S(=O)(=O)NCc2ccco2)cc1S(=O)(=O)NCc1ccco1,6,10,1,16,3,3,13,16,8
O=C(O)c1cnc2ccccc2n1,-6,-6,12,0,-3,6,2,2,-12
Cc1ccc(CS(=O)(=O)Cc2ccc(C(=O)NCc3cccnc3)o2)cc1,1,7,17,5,1,1,10,8,-2
COc1cccc(N2C(=O)C(CC(=O)Nc3ccc(F)cc3)N(C3CCCCC3)C2=O)c1 (centres undefined),3,6,15,-3,-3,3,2,-8,-8
CC(C)c1ccc(NC(=O)c2cnn(-c3ccccc3)c2NC(=O)c2ccco2)cc1,-6,-3,-3,-33,-3,-15,-19,11,-13
CC1(C)CC(=O)C2=C(C1)N(c1cccc(O)c1)C1=C(C2)C(=O)CC(C)(C)C1,-3,-16,16,-13,-2,1,3,12,7
c1cnc(N2CCN(Cc3c[nH]c4ccccc34)CC2)nc1,4,3,14,17,-3,6,10,-4,-4
CCOC(=O)c1ccc(NC2c3ccccc3C(=O)N2c2cccnc2)cc1 (centres undefined),0,-1,9,8,-2,11,3,-7,-10
Cc1ccc(-c2noc(C3CCN(S(C)(=O)=O)CC3)n2)o1,-5,-4,24,-7,-2,3,0,-9,-2
O=C(O)C1CC(=O)N(c2ccc(OCc3ccccc3Cl)cc2)C1 (centres undefined),0,-5,5,-3,-1,15,4,1,4
CCOC(=O)CNC(=O)CSc1nc(N(C)C)nc(N2CCOCC2)n1,6,7,3,17,5,6,14,3,10

# Pulled one by one from above, 2 records:
SMILES,CatB mixtures,E coli RNAP,AP complement,C1s inh,CatB inh,FXIa inh mix,Cathepsin G inh,CatL block,CatS block
O=C(O)c1cnc2ccccc2n1,-6,-6,12,0,-3,6,2,2,-12
CCOC(=O)c1ccc(NC2c3ccccc3C(=O)N2c2cccnc2)cc1 (centres undefined),0,-1,9,8,-2,11,3,-7,-10

# Other entries:
SMILES,CatB mixtures,E coli RNAP,AP complement,C1s inh,CatB inh,FXIa inh mix,Cathepsin G inh,CatL block,CatS block
COC(=O)C1C(=O)c2c([nH]c(C(=O)OCCOC(C)C)c2C)CC1C (centres undefined),3,5,1,10,1,7,6,11,-2
CC(C)CCn1c(N2CCN(Cc3ccccc3)CC2)nc2c1c(=O)[nH]c(=O)n2C,6,3,7,15,1,7,11,-6,6
COc1ccc(C2CC(=O)C(C=NCCO)=C(O)C2)cc1OC (centres undefined),6,2,7,34,7,5,-3,.,6
CN(C)/C=C1/Nc2ccccc2C1=O,29,4,6,7,6,5,-1,18,3
COC(=O)CN1C(=O)C(C)(C)Oc2ccc(C(=O)NC3CC3)cc21,1,5,10,10,7,5,20,18,1
COc1ccc(-n2nnc3c(SCc4ccccc4)ncnc32)cc1,3,2,10,4,-1,-9,14,0,6
CCOCCn1c(CN(Cc2ccccc2)Cc2ccccc2)nc2c1c(=O)n(C)c(=O)n2C,1,4,-7,-47,6,-5,-12,.,0
CCn1c(-c2cc(Br)ccc2O)n[nH]c1=S,-11,8,7,-16,3,-9,-1,-1,-15
CCC(=O)Nc1ccc(Nc2ccccc2)cc1,-4,-1,6,2,-2,9,0,-6,11
Cc1ccccc1-c1nc(CS(=O)CC(=O)NCc2ccccc2)c(C)o1 (centres undefined),4,4,13,15,1,6,8,.,5
O=C(Nc1ccc(C2CCCCC2)cc1)C1CCN(c2ncccn2)CC1,4,5,-5,-15,1,-1,-5,9,-8
CSCCC(NC(=O)c1ccccc1)C(=O)NCc1ccco1 (centres undefined),1,-1,-1,0,-4,4,6,-4,2
NC(=O)c1sc2nc3c(c(-c4cccs4)c2c1N)CCCC3,2,12,-3,13,7,0,0,18,15
O=C(CSc1nc2cc(Cl)ccc2s1)c1ccco1,7,6,14,-10,3,8,5,1,2
Nc1cnn(C2CCCO2)c(=O)n1 (centres undefined),0,7,-13,11,2,5,8,9,13
Nc1nnc(-c2cn(-c3ccccc3)nc2-c2ccccc2)o1,5,1,-17,-9,4,8,-11,0,23
O=C(CSc1nnc(CNc2ccc(Cl)cc2)o1)Nc1nc2c(s1)CCCC2,6,23*,2,1,-1,10,0,-4,9
CN(Cc1ccccc1)Cc1nc2c(c(=O)n(C)c(=O)n2C)n1Cc1ccc(F)cc1,4,-1,-12,-26,2,6,-11,0,2
O=c1cc(CO)oc(CN2CCC(Cc3ccccc3)CC2)c1O,-2,0,10,12,6,7,7,-2,5
c1ccc(-n2ncc3c2ncn2nc(-c4ccco4)nc32)cc1,7,-7,0,-17,0,-6,-11,-7,5
Cn1c(=O)c2c(nc(SCC(=O)c3cccs3)n2Cc2ccc(F)cc2)n(C)c1=O,2,6,-4,13,-1,6,11,7,3
CC(C)Oc1cccc(-c2cc(C(=O)N3CCN(S(C)(=O)=O)CC3)c3ccccc3n2)c1,2,-5,-11,2,3,5,1,2,8
O=C(N1CCOCC1)N1CCN(Cc2ccccc2)CC1,-1,-1,13,-7,2,0,4,-1,-1
COc1cc(Br)c(CC(=O)O)cc1OC,0,10,11,-28,5,-10,6,8,9
CC(=O)N1CCc2cc(Br)cc(S(=O)(=O)N3CCN(C(=O)c4ccco4)CC3)c21,-2,-7,2,-15,-2,5,-12,0,-1
COc1ccc(CCNc2oc(Cc3ccccc3)nc2C#N)cc1OC,0,7,-14,-25,9,2,-9,20,22
CCCCc1nc(SCC(=O)Nc2cc(C)on2)n[nH]1,3,2,3,9,4,4,8,.,-8
CCOc1ccccc1N(CC(=O)Nc1ccccc1C(=O)NCc1ccco1)S(C)(=O)=O,-1,-7,7,-31,3,3,-11,-5,8
CCCC(=O)c1ccc(N2CCN(S(=O)(=O)c3ccc(C)cc3)CC2)c(F)c1,1,9,0,13,1,4,9,11,-10
CC(C)c1nc(SCC(=O)N2CCOCC2)c2c(=O)n(C)c(=O)n(C)c2n1,3,8,3,20,2,0,10,5,2
COc1cccc(Cn2c(-c3nonc3N)nc3ccccc32)c1,15,4,16,-1,39*,6,-1,50*,-1
N#CCSc1nc2ccccc2c(=O)n1CCC(=O)NCCc1ccccc1,8,3,11,-14,14,-1,-2,3,12
COc1cc2c(cc1OC)/C(=C/C#N)NC(C)(C)C2,1,5,9,-2,5,5,8,5,-7
COc1cc(NC(=O)c2noc3c2CCC3)c(OC)cc1Cl,2,9,8,-1,3,6,4,6,-2
CCN(CC)CCCNC(=O)c1cc(-c2cccc(Cl)c2)on1,-8,-2,-4,-7,4,5,-8,10,3
COC(=O)C(C(=O)N1CCN(C)CC1)C1CCCCCC1 (centres undefined),1,2,21,-28,4,-7,1,.,-2

# Entries listed so far that contain a cyano group (three):
SMILES,CatB mixtures,E coli RNAP,AP complement,C1s inh,CatB inh,FXIa inh mix,Cathepsin G inh,CatL block,CatS block
COc1ccc(CCNc2oc(Cc3ccccc3)nc2C#N)cc1OC,0,7,-14,-25,9,2,-9,20,22
N#CCSc1nc2ccccc2c(=O)n1CCC(=O)NCCc1ccccc1,8,3,11,-14,14,-1,-2,3,12
COc1cc2c(cc1OC)/C(=C/C#N)NC(C)(C)C2,1,5,9,-2,5,5,8,5,-7

# (list continues)
SMILES,CatB mixtures,E coli RNAP,AP complement,C1s inh,CatB inh,FXIa inh mix,Cathepsin G inh,CatL block,CatS block
CCOC(=O)c1[nH]c2cc(OC)c(OC)cc2c1NC(=O)c1nonc1C,6,8,-2,19,4,10,12,4,11
O=C1CN(C(=O)COc2ccccc2)CCN1,6,-1,19,13,0,7,8,.,-2
CCC(C)(C)NC(=O)CN(Cc1ccc2c(c1)OCO2)C(=O)CCC(=O)Nc1ccccn1,5,12,11,7,5,4,12,-5,14
COC(=O)c1[nH]c2cccc(OC)c2c1NC(=O)CCN1CCN(c2ccccc2OC)CC1,3,9,11,11,2,7,10,-14,-2
COc1ccc(CCNC2CC(=O)N(CCc3ccccc3)C2=O)cc1OC (centres undefined),0,8,20,-100,-2,-13,-12,10,-8
CCOC(=O)N1CCC(NC(=O)C2CCC(CNS(=O)(=O)c3ccc(OC)cc3)CC2)CC1 (centres undefined),3,1,10,2,1,1,11,6,0

# Records listed so far marked active in CatB inh.
SMILES,CatB mixtures,E coli RNAP,AP complement,C1s inh,CatB inh,FXIa inh mix,Cathepsin G inh,CatL block,CatS block
COc1cccc(Cn2c(-c3nonc3N)nc3ccccc32)c1,15,4,16,-1,39*,6,-1,50*,-1

# Screens from PubChem.
